Shn3 inh set2 – Schnurri-3 reporter inhibition in Clone20 osteoblasts; Clone20 osteoblast Shn3 3'UTR firefly luciferase, 24 h; inhibition, % at 12.5 µM; hit rate 0.52% among 360,000; AID 588674;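 active means mean inhibition of at least 75% with every replicate also reaching 75%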;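 further: 0% = median of neutral control wells and 100% = pilot-screen positive control compound; some compounds past the cut are filed as inactive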
Peg3 promoter – inhibitors of Peg3 promoter; hit rate 1.7% among 360,000; inhibition, % at 20 µM; AID 588405; HeLa PEG-Prom luciferase reporter, luminescence, overnight;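 active means inhibition of at least 50% at 20 µM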
aDG glyco up – alpha-DG glycosylation activation. Pro5-aDG cells, alpha-DG glycosylation AlphaScreen (IIH6); 0% Pro5, 100% B10-LARGE cell signal. activation, % at 10 µM. hit rate 0.22% among 360,000. AID 624168;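 active means activation of at least 8% versus controls, or a plate z-score of at least 8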;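 further: Pro5 are CHO cells carrying HIG-tagged alpha-DG that lacks glycosylation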
KKLEB cytotox – counter-screen for CF NF-kB inhibitors: cytotoxicity; activity change (cytotoxicity), % at 5 µM; KKLEB CF airway cells viability, ATPlite luminescence, overnight; hits give low values; cells stimulated with P. aeruginosa culture filtrate; AID 602141; hit rate 0.36% among 360,000;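 active means corrected activity change at or below -50% at 5 µM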
iPSC survival up – increases survival of single human iPS cells; hit rate 0.044% among 360,000; survival enhancement, % at 20 µM; hiPSC single-cell survival, ATPlite luminescence; 100% = ROCK inhibitor wells, 0% = DMSO; in the data active means survival enhancement above about 18%;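 further: cells exposed to compounds for 16 hours before the ATP read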
HIF-2a block – blocks HIF-2a reporter activity; AID 624352; 786-0 RCC cells HIF-2a reporter, luciferase luminescence, overnight; hit rate 0.72% among 360,000; inhibition, % at 18.8 µM;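 active means inhibition of the luminescence signal of 40% or more relative to plate controls, in a single-dose primary screen at 18.75 µM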
NR2E3 ag-1 – human photoreceptor-specific nuclear receptor agonism; Q9Y5X4; CHO-S Gal4-NCOR/VP16-NR2E3 two-hybrid, luciferase; inhibition of corepressor binding, % at 3.98 µM; hit rate 0.35% among 360,000; AID 602229;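 active means inhibition above the mean of all tested compounds plus 3 SD, cut at about 70% in these data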;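 further: 0% = DMSO with NR2E3 transfected cells and 100% = cells lacking NR2E3 construct; higher means lower luciferase signal from less NR2E3 corepressor binding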
Target sequence (Q9Y5X4 whole entry, looked up, the tested form may be a part): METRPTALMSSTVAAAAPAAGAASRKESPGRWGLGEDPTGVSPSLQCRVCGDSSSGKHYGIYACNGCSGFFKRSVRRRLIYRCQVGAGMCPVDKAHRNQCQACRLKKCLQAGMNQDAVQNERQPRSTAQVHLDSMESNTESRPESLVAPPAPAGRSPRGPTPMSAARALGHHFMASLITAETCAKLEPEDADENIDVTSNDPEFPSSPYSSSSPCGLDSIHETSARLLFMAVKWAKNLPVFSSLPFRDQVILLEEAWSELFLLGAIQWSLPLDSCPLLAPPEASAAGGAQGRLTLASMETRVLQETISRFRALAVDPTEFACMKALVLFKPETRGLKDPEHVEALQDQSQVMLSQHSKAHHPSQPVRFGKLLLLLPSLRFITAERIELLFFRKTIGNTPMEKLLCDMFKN
TWEAK Fn14 block – TWEAK-Fn14 signaling inhibition | hit rate 2% among 360,000 | AID 1159606 | TWEAK-stimulated Fn14 reporter cells, luciferase luminescence, 8 h | inhibition, % at 10 µM; in the data active means inhibition above about 50%
CF NFkB block – cystic fibrosis NF-kB activation inhibition | KKLEB NF-kB-GFP reporter, PAF-induced, GFP fluorescence overnight | inhibition, % at 5 µM | hit rate 0.86% among 360,000 | AID 588850;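 active means at least 50% inhibition at 5 µM, scaled per plate between neutral and stimulator controls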;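 further: PAF is a Pseudomonas aeruginosa culture filtrate used as stimulus; plate controls were PAF-stimulated DMSO wells for no effect and unstimulated DMSO wells for full effect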
MITF TRPM1 inh – MITF TRPM1 promoter inhibition in SK-MEL-5 cells | SK-MEL-5 TRPM1 promoter luciferase, 24 h | inhibition, % at 12.5 µM | hit rate 0.83% among 330,000 | AID 488899;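 active means mean inhibition across replicates of 60% or more, whatever share of single replicates reaches that level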; further: values of inactives mirror those of a sister screen read the other way
NR2E3 ag-2 – activates human photoreceptor nuclear receptor NR2E3; Q9Y5X4; GST-NR2E3/biotin-RetCOR TR-FRET, 1536-well; inhibition of corepressor binding, % at 4.78 µM; hit rate 0.12% among 320,000; AID 2300;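 active means percent inhibition above the cutoff of mean plus 3 SD of all tested compounds, set per screening campaign, cut at about 20% in these data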;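 further: 0% = DMSO wells and 100% = biotin wells as full block of FRET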
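System: GST-tagged NR2E3 plus biotinylated RetCOR corepressor; Buffer or medium: pH 7.5 Tris-based buffer; Probe or stimulus: RetCOR corepressor, biotinylated, 7 nM; Doses: compound at 4.8 µM, single dose; Schedule: 5 h incubation at 4 °C; Technique: time-resolved FRET; Evaluation: percent inhibition of TR-FRET ratio; Replication: one well per compound, singlicate testing.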
Starred values were filed as active, the others as inactive; . = not tested or not shown.

Preview (2 entries):
(1) COc1cccc(CNC(=O)c2ccc(CS(=O)(=O)Cc3ccccc3C)o2)c1
(2) CC(=O)N(Cc1ccccc1)Cc1cn(CCC#N)nc1-c1cccc([N+](=O)[O-])c1

Assay by compound,1,2
Shn3 inh set2,5,-8
Peg3 promoter,6,23
aDG glyco up,0.2,-0.5
KKLEB cytotox,-6,0
iPSC survival up,-0.3,-1.2
HIF-2a block,8,19
NR2E3 ag-1,23,-10
TWEAK Fn14 block,-4,1
CF NFkB block,-6,-18
MITF TRPM1 inh,1,5
NR2E3 ag-2,2,0

This part in full, repeating the preview:
(1) COc1cccc(CNC(=O)c2ccc(CS(=O)(=O)Cc3ccccc3C)o2)c1
(2) CC(=O)N(Cc1ccccc1)Cc1cn(CCC#N)nc1-c1cccc([N+](=O)[O-])c1
(3) COc1c2ccoc2nc2c(OC)c(OCC(O)C(C)(C)O)ccc12 (centres undefined)
(4) Cc1cc(N2CC(C(=O)NCc3cccs3)CC2=O)ccc1C(C)C (centres undefined)
(5) Cc1ccc(OCC(=O)c2cc(C)n(Cc3cccs3)c2C)c([N+](=O)[O-])n1
(6) CC(C)CN(C(=O)Cn1nnc(-c2ccc(Cl)cc2)n1)C1CCS(=O)(=O)C1 (centres undefined)
(7) CC(C)CNc1ncnc2c1ncn2[C@H]1CN(CCN2CCOCC2)C[C@@H](CO)O1
(8) Cc1ccc(C(=O)NCC(=O)OCc2nc3ccsc3c(=O)[nH]2)cc1C
(9) CCn1c(SCC(=O)c2c(N)n(C3CC3)c(=O)[nH]c2=O)nc2cc(S(N)(=O)=O)ccc21
(10) O=C(Nc1ccncc1)Nc1ccc(F)cc1

Assay by compound,1,2,3,4,5,6,7,8,9,10
Shn3 inh set2,5,-8,-3,14,58,-4,-4,-4,2,21
Peg3 promoter,6,23,-21,8,43,19,2,-7,-7,-32
aDG glyco up,0.2,-0.5,-0.1,-0.2,0.8,0.0,0.2,-0.3,0.0,2.5
KKLEB cytotox,-6,0,0,-9,0,0,12,-1,-2,3
iPSC survival up,-0.3,-1.2,-1.1,-2.2,0.1,1.8,1.4,-2.2,-0.5,0.2
HIF-2a block,8,19,-22,10,58*,9,-1,15,11,-52
NR2E3 ag-1,23,-10,-29,-2,84*,-29,-2,-26,3,1
TWEAK Fn14 block,-4,1,-27,11,3,2,-10,-11,-1,-2
CF NFkB block,-6,-18,-3,5,5,-5,-29,10,-15,-1
MITF TRPM1 inh,1,5,-9,0,2,.,.,.,1,-14
NR2E3 ag-2,2,0,-1,0,1,.,.,.,3,.

(11) CC(=O)N1CCc2cc(S(=O)(=O)NCCCN3CCN(Cc4ccccc4)CC3)ccc21
(12) O=C(CN1C(=O)c2ccccc2S1(=O)=O)NC1CC2CCC1C2 (centres undefined)
(13) Cc1ccc(-c2nnc(Nc3ccccc3)o2)cc1
(14) CN(C)C(=S)NCc1ccccc1
(15) COc1ccc(S(=O)(=O)Nc2ccc3c(c2)COC3=O)cc1OC
(16) Cn1c(Cn2cnc([N+](=O)[O-])n2)nnc1SCC(=O)Nc1ccc(Br)cc1
(17) O=C(CN(Cc1cccs1)C(=O)c1csnn1)NC1CCCC1
(18) COC(=O)c1c(Cl)c2n3ccccc3c(C)c(-c3ccccc3)c-2c1C(=O)OC
(19) CCNc1nc(Oc2ccc(F)cc2)cc(C(F)(F)F)n1
(20) CCOc1ccc(NC(=O)C(=O)NCC2CCCN2CC)cc1 (centres undefined)

Assay by compound,11,12,13,14,15,16,17,18,19,20
Shn3 inh set2,11,3,21,-24,-4,0,30,8,-3,-10
Peg3 promoter,15,-1,20,11,-5,9,-1,8,-1,-2
aDG glyco up,0.2,0.0,0.2,-0.1,0.3,0.3,-0.1,0.1,-0.3,1.1
KKLEB cytotox,2,3,-48,0,-5,-2,-3,5,-5,6
iPSC survival up,-0.7,-2.3,-4.1,-1.0,-1.8,0.0,-2.2,1.6,-0.5,-1.6
HIF-2a block,14,0,5,17,12,10,0,17,24,6
NR2E3 ag-1,1,-16,-96,-11,-15,2,-9,-1,-14,-4
TWEAK Fn14 block,4,-22,94*,-10,-1,3,-11,5,9,0
CF NFkB block,1,3,-35,11,-11,-12,13,5,-5,-18
MITF TRPM1 inh,-11,-14,6,-8,5,21,-8,11,7,-5
NR2E3 ag-2,-1,2,2,3,-3,2,-3,61*,1,2

(21) CCCCn1c(NCc2ccncc2)nc2ccccc21
(22) Cc1cc(C)cc(C(=O)NN2CCOCC2)c1
(23) CC(c1ccco1)N(C(=O)Nc1ccc(Cl)cc1)c1ccccn1 (centres undefined)
(24) O=C(CCCC(=O)N1CCN(c2cccc(Cl)c2)CC1)c1ccccc1
(25) CC(C)C[C@H]1CNC(=S)N1C[C@H]1CCCN1C[C@H](Cc1ccccc1)N1C[C@H](Cc2ccc(O)cc2)N(CC2CCCCC2)C1=S
(26) O=C(Cc1cccc(NC(=O)C2CCCN(C(=O)C3CCC3)C2)c1)Nc1ccc(C(=O)N2CCCCC2)cc1 (centres undefined)
(27) OCC[C@@H]1C[C@H](O)[C@@H](O)[C@@]2(CCCCO2)O1
(28) C#CCOCCOCCOCCNc1nc(N2CCN(C(=O)Cn3cc(CC(C)O)nn3)CC2)nc(N2CCN(C(=O)[C@H](C)n3cc(CCC(=O)O)nn3)CC2)n1 (some centres undefined)
(29) O=C(Cn1nnc(-c2ccccc2)n1)NCc1cccs1
(30) CCOc1ccc(N2C(=O)CC(N3CCN(C(=O)c4ccco4)CC3)C2=O)cc1 (centres undefined)

Assay by compound,21,22,23,24,25,26,27,28,29,30
Shn3 inh set2,-14,-11,2,-19,-11,-19,0,-5,-22,-11
Peg3 promoter,3,8,-99,-86,93*,-19,-9,3,1,3
aDG glyco up,-0.3,-0.2,0.6,0.0,0.6,0.1,-0.2,0.0,0.2,0.0
KKLEB cytotox,13,2,-18,-9,-22,-10,-12,4,-8,0
iPSC survival up,1.0,3.2,1.6,-0.7,-2.1,1.7,-3.8,-1.4,-2.0,3.2
HIF-2a block,8,6,-120,-148,-12,-13,25,3,-3,12
NR2E3 ag-1,-22,-7,-35,-16,9,-8,-21,-23,4,4
TWEAK Fn14 block,28,5,-43,-15,27,-6,-15,11,-19,-1
CF NFkB block,6,3,6,21,65*,6,38,4,7,-13
MITF TRPM1 inh,8,2,-12,-13,.,-14,0,1,-1,-3
NR2E3 ag-2,2,6,1,-1,.,.,1,.,1,-1

Limited to aDG glyco up (5 entries from above):
No.	mol	aDG glyco up
28	C#CCOCCOCCOCCNc1nc(N2CCN(C(=O)Cn3cc(CC(C)O)nn3)CC2)nc(N2CCN(C(=O)[C@H](C)n3cc(CCC(=O)O)nn3)CC2)n1 (some centres undefined)	0.0
21	CCCCn1c(NCc2ccncc2)nc2ccccc21	-0.3
23	CC(c1ccco1)N(C(=O)Nc1ccc(Cl)cc1)c1ccccn1 (centres undefined)	0.6
29	O=C(Cn1nnc(-c2ccccc2)n1)NCc1cccs1	0.2
22	Cc1cc(C)cc(C(=O)NN2CCOCC2)c1	-0.2

(more compounds)
(31) COc1ccc(NS(=O)(=O)c2cc(NC(=O)C3=NN(c4ccccc4)C(=O)CC3)ccc2C)cc1
(32) O=C(COC(=O)/C=C/c1ccccc1)NCc1ccc2c(c1)OCO2
(33) C=CCSC(=S)NC1CCS(=O)(=O)C1 (centres undefined)
(34) NC(=O)CSc1nnc(-c2cc(-c3ccc(Cl)cc3)nc3ccccc23)o1
(35) Cc1cc(Nc2ccc(C)c(C)c2)n2nc(C)nc2n1
(36) CCCc1nnc(NC(=O)CN2CCN(C)CC2)s1
(37) CCn1c(=O)c([N+](=O)[O-])c(NCc2ccco2)c2ccccc21
(38) CC(C(=O)Nc1ccc(OCc2ccccc2)cc1)N1CCCC1 (centres undefined)
(39) COc1ccc(-c2cc(C(F)(F)F)n3nc(C(=O)N4CCN(C(=O)c5ccco5)CC4)cc3n2)cc1
(40) CCn1c(=O)c([N+](=O)[O-])c(NC2CCS(=O)(=O)C2)c2ccccc21 (centres undefined)

Assay by compound,31,32,33,34,35,36,37,38,39,40
Shn3 inh set2,8,10,-22,14,-40,-3,2,-12,8,10
Peg3 promoter,17,4,48,-5,10,3,14,-96,-29,8
aDG glyco up,0.7,-0.1,-0.1,-0.3,-0.1,1.1,0.0,0.5,-0.3,0.0
KKLEB cytotox,-2,13,-7,-2,2,8,10,2,6,3
iPSC survival up,0.7,-0.5,-1.5,-0.4,-0.5,-2.6,-0.4,-0.7,-0.9,-0.7
HIF-2a block,23,11,31,-15,1,20,10,-81,10,19
NR2E3 ag-1,-9,-1,-11,-17,-8,-1,2,-17,0,-8
TWEAK Fn14 block,7,-18,38,-36,-10,0,16,-12,36,13
CF NFkB block,1,-16,37,2,18,6,-7,10,-7,10
MITF TRPM1 inh,2,.,69*,-2,-8,-7,.,-34,0,-17
NR2E3 ag-2,.,.,-1,-2,1,0,-1,1,-1,-2

(41) C=C[C@]1(C)C=C2CCC3[C@](C)(CCC[C@@]3(C)C(=O)O)C2CC1 (some centres undefined)
(42) COc1ccc(C2/C(=C(/O)c3ccccc3)C(=O)C(=O)N2C)c(OC)c1 (centres undefined)
(43) Cc1ccccc1N1CCN(c2ccc(NC(=O)C3CCCCC3C(=O)O)cc2)CC1 (centres undefined)
(44) COC(=O)c1cccc(NC(=O)CCNC(=O)c2ccc([N+](=O)[O-])cc2)c1
(45) Oc1ccc(N2CCN(C(c3cccnc3)c3nnnn3Cc3ccccc3)CC2)cc1 (centres undefined)
(46) COc1ccc(C(=O)CSc2nc3ccccc3n2CC(=O)c2ccccc2)cc1
(47) CCOC(=O)C1=C(C)NC(=O)NC1c1ccc(OC)c(CN2CCOCC2)c1 (centres undefined)
(48) CC(C)NC(=S)NC(=O)/C=C/c1ccc(F)cc1
(49) CCCCN(CC)CCNC(=O)c1cn(C)c(=O)c2c1c1ccccc1n2C
(50) CCc1ccc(-c2nc(CS(=O)CC(=O)O)c(C)o2)cc1 (centres undefined)
(51) N#CCC(=O)Nc1ccc(C(=O)OCC(=O)Nc2sc3c(c2C#N)CCCC3)cc1
(52) CN(C)/C(CN1CCN(C=O)CC1)=C1\N=C(c2ccccc2)OC1=O

Assay by compound,41,42,43,44,45,46,47,48,49,50,51,52
Shn3 inh set2,11,7,6,18,5,4,-13,-7,-8,-13,-18,27
Peg3 promoter,10,7,-17,3,1,18,7,-71,9,-12,-47,-5
aDG glyco up,-0.3,-0.1,0.3,0.0,0.0,0.2,0.0,0.7,0.1,-0.1,0.2,-0.1
KKLEB cytotox,6,10,-3,-2,11,-18,-6,3,8,10,-6,-7
iPSC survival up,0.8,-0.4,1.1,3.2,2.1,-2.5,0.4,0.8,-0.5,-0.1,1.9,-1.3
HIF-2a block,9,18,2,24,-24,-9,10,-47,21,-20,-52,-9
NR2E3 ag-1,-34,-5,-12,9,-16,-20,10,23,-2,-29,5,8
TWEAK Fn14 block,26,-10,-7,-18,-7,18,3,-8,19,-16,-32,-15
CF NFkB block,22,1,4,1,5,-4,-8,16,2,5,-15,8
MITF TRPM1 inh,6,12,-15,11,18,-7,-7,-10,5,3,-6,5
NR2E3 ag-2,1,2,0,1,2,2,2,2,-1,-1,.,3

Compound activity (PubChem)
